# Assay outcomes from PubChem BioAssay.
# RGS4 inh = Inhibitors of Regulator of G Protein Signaling (RGS) 4: qHTS. Transcreener GDP fluorescence polarization, RGS4-accelerated GTP hydrolysis. Potency, µM (doses to about 114 µM), for the others: top-dose activity change, negative = inhibition, usual class: inhibitors. hit rate 0.039% among 390,000; note: % is set by controls: 0 for no effect and ±100 for the full control effect; nearly all actives have a fitted effect of over 75% in size; some results filed as inactive show a strong effect at the top dose
# Target sequence (P49798 whole entry, looked up): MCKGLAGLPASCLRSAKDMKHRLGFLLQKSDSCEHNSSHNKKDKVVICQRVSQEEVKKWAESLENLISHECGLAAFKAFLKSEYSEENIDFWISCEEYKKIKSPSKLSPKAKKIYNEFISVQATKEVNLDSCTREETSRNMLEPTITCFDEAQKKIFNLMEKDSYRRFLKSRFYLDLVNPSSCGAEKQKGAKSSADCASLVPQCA
#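 MLSMR compounds (23 nl, pin-transferred) preincubated 10 min at room temperature with a 500nM (2x) first reagent, then RGS4 at 900nM (2x) plus Transcreener GDP mix added; fluorescence polarization (620/688 nm) read before and after 90 min at 30 °C.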
# IDH1 R132H inh = qHTS for Inhibitors of mutant isocitrate dehydrogenase 1 (IDH1): qHTS. Isocitrate dehydrogenase [NADP] cytoplasmic (Homo sapiens), O75874. hit rate 0.093% among 390,000. Potency, µM (series often up to 76.6 µM), for the others: top-dose activity change, negative = inhibition, usual class: inhibitors. IDH1-R132H enzyme, NADPH consumption, diaphorase/resazurin fluorescence; note: % is set by controls: 0 for no effect and ±100 for the full control effect; nearly all actives have a fitted effect of over 65% in size
#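 IDH1-R132H (0.5 ug/mL) preincubated 30 min with compound, then NADPH (0.016 mM) and alpha-KG (2 mM) added; 80 min at RT, pH 7.5. Remaining NADPH coupled via diaphorase/resazurin to fluorescence (540/590 nm); concentration-response curves normalized to no-enzyme control.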
# USP1 inh = Inhibitors of USP1/UAF1: Primary Screen. AID 743255, 2014. hit rate 0.23% among 390,000. recombinant USP1/UAF1, Ub-Rhodamine cleavage fluorescence. Potency, µM (series often up to 57.1 µM), for the others: top-dose activity change, negative = inhibition, most hits filed as inhibitors; note: % is set by controls: 0 for no effect and ±100 for the full control effect; nearly all actives have a fitted effect of over 60% in size; inactives centre near -12
#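 USP1/UAF1 complex at 1 nM was preincubated with compound for 15 min at room temperature, then Ub-Rho substrate (150nM final) was added. Fluorescence (480/540 nm) was read kinetically, 6 reads every 60 seconds.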
# Vif-A3G inh = qHTS for Inhibitors of Vif-A3G Interactions: qHTS; HeLa A3G-eYFP + Vif (tagged APOBEC3G with the HIV-1 protein that degrades it), YFP fluorescence, overnight; Potency, µM (titrated, usually from 46.1 µM), for inactives: top-dose activity, negative = active, usual class: inhibitors; hit rate 0.076% among 410,000;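 note: % is set by controls: 0 for no effect and ±100 for the full control effect; nearly all actives have a fitted effect of over 60% in size; hits raise eYFP signal because A3G escapes Vif-driven loss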
#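 HeLa cells stably expressing Vif and C-terminally eYFP-tagged A3G, seeded overnight at 37 deg C, then exposed to compound by pintool overnight at 37 deg C. Rise in yellow fluorescence (Ex 488/Em 500-530, Acumen) marks blocked Vif-driven A3G degradation.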
# TrxR1 inh = qHTS Assay for Inhibitors of Mammalian Selenoprotein Thioredoxin Reductase 1 (TrxR1): qHTS. Thioredoxin reductase 1, cytoplasmic (Rattus norvegicus), O89049. recombinant rTrxR1, NADPH fluorescence consumption, selenite substrate. Potency, µM (doses to about 114 µM), for the others: at the top dose activity change, negative = inhibition, hits mostly inhibitors. hit rate 1% among 390,000; note: % is set by controls: 0 for no effect and ±100 for the full control effect; nearly all actives have a fitted effect of over 65% in size
#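 Rat TrxR1 (90 nM in the dispensed reagent) was pre-reduced with 400 uM NADPH for 5 min at room temperature, then incubated with compound for 15 min. After 400 uM selenite was added, NADPH fluorescence (Ex 340/Em 450 nm) was followed for 8 min.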
# TrxR1 substrate = qHTS Assay for Substrates of Mammalian Selenoprotein Thioredoxin Reductase 1 (TrxR1): qHTS; purified TrxR1 substrate turnover, NADPH consumption readout; hit rate 0.01% among 390,000; Potency, µM (doses to about 114 µM), for inactives: at the top dose activity change, negative = substrate turnover; Thioredoxin reductase 1, cytoplasmic (Rattus norvegicus), O89049; note: % is set by controls: 0 for no effect and ±100 for the full control effect; nearly all actives have a fitted effect of over 50% in size
#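 Rat TrxR1, dispensed at 90 nM, was prereduced with 400 uM NADPH (final) for 5 min at ~22 deg C, then incubated with compound 15 min before 400 uM selenite. A first-read NADPH fluorescence drop versus no-compound background flagged substrates.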
# Vif-APOBEC3F blk = qHTS for Inhibitors of Vif-A3F Interactions: qHTS | HeLa A3F-eYFP + Vif (tagged APOBEC3F with the HIV-1 protein that degrades it), YFP fluorescence increase | Potency, µM (highest dose often 46.1 µM), for the others: top-dose activity, negative = active | hit rate 0.2% among 390,000 | AID 602313, 2012; note: % of control where 0% means no effect; nearly all actives have a fitted effect of over 65% in size
#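 HeLa cells stably expressing Vif plus C-terminally eYFP-tagged A3F were seeded, incubated overnight at 37 deg C, dosed with compound, incubated overnight again at 37 deg C. Yellow fluorescence (Ex 488/Em 500-530) reported blocked Vif-mediated A3F-eYFP degradation.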
# ALOX12 inh = Primary qHTS assay for inhibitors of human arachidonate 12S-lipoxygenase (ALOX12): Round 2; hit rate 1.1% among 580,000; AID 1671190, 2021; purified 12hLO, xylenol orange hydroperoxide absorbance; Polyunsaturated fatty acid lipoxygenase ALOX12 (Homo sapiens), P18054; Potency, µM (top dose mostly 108 µM), for the others: at the highest dose activity change, negative = inhibition, actives largely listed as inhibitors; note: % is set by controls: 0 for no effect and ±100 for the full control effect
#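 Purified human 12hLO at 150 nM in 25 mM Hepes, 0.01% Triton X-100, pH 7.0, preincubated 15 min at room temperature with compound. Reaction started with 40 uM arachidonic acid, 30 min at room temperature. Hydroperoxide measured by Fe-xylenol orange, 573/405 nm absorbance ratio.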
# RXFP1 ag = qHTS Assay for Agonists of the Relaxin Receptor RXFP1. HEK293T-RXFP1 cAMP TR-FRET, 30 min; response scale: percent of porcine relaxin response, buffer zero. AID 2676, 2010. Potency, µM (doses to about 57.5 µM), without a hit: at the highest dose activation, most hits filed as activators. hit rate 0.3% among 370,000; note: % is set by controls: 0 for no effect and ±100 for the full control effect; nearly all actives have a fitted effect of over 60% in size; many of its hits are not listed in these tables
# Target sequence (Q9HBX9 whole entry, looked up): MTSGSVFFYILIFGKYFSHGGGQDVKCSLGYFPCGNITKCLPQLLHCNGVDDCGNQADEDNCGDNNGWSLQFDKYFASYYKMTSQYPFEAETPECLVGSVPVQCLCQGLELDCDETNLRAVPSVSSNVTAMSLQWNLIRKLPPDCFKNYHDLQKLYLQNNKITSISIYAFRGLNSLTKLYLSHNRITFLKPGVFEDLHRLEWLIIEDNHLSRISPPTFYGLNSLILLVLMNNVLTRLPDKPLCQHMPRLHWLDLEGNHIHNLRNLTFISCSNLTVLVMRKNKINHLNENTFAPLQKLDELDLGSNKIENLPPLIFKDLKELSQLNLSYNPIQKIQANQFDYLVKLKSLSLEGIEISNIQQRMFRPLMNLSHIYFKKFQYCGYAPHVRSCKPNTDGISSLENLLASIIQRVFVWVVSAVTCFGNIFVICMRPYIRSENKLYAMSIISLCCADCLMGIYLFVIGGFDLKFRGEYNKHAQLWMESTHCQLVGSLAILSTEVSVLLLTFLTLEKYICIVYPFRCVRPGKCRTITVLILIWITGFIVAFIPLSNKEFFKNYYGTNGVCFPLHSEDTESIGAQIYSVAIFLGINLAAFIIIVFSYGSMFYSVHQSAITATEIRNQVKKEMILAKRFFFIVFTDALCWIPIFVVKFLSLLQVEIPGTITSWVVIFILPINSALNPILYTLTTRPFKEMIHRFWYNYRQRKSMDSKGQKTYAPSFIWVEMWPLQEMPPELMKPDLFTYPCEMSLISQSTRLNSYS
#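 Agonist response is measured as cAMP accumulation in an RXFP1-transfected HEK293T line under PDE4 inhibition. Values are scaled between buffer-only and 29 nM porcine relaxin, and EC50s come from standard Hill equation fits.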
# * = called active by the depositor; ? = inconclusive; / = not tested or not shown; & = joins results of further samples; [ ] = dose if it differs, or a comment. Calls come from the whole dose curve; as a rule, active = well fitted curve in the direction sought with a large enough effect; inconclusive = small, poorly fitted or top-dose-only effect, or another doubt; inactive = no such curve, though single readings can be large; an effect the other way counts as inactive or inconclusive. Potency is the fitted concentration of half-maximal effect. Not all compounds are listed; the hit share may differ from the screen's.
SMILES,RGS4 inh,IDH1 R132H inh,USP1 inh,Vif-A3G inh,TrxR1 inh,TrxR1 substrate,Vif-APOBEC3F blk,ALOX12 inh,RXFP1 ag
CCCNC(=O)N1[C@H]2CC[C@@H]1C(C(=O)OC)=C(c1ccc(OC)c(OC)c1)C2,-23%,2%,-23%,2%,15%[57.1 µM],-5%[57.1 µM],-5%,12%,0.9%
C=CCn1c(O)c(C(CC)=NC2CC2)c(=O)[nH]c1=O,15%,-1%,-11%,0%,-7%,1%,-2%,4%,-0.3%
O=c1c2ccccc2nc(Cc2ccccc2)n1-c1cccc(O)c1,-25%,2%,-15%,1%,9%[57.1 µM],-5%,12%,-15%,-2.3%
COC(=O)C1=C(c2ccc(OCc3ccccc3)cc2)C[C@@H]2CC[C@H]1N2C,/,5%,0%,6%,/,/,2%,?,/
CC(=O)c1c(C)[nH]c(C(=O)N2CCC3(CC2)OCCO3)c1C,33%,4%,0%,0%,4%,0%,-6%,-3%,2.7%
CCN1CCN(C(c2cccs2)C(C)NC(=O)Oc2ccccc2)CC1 (stereo unspecified),9%,6%,-7%,3%,23%[57.1 µM],7%[57.1 µM],3%,-1%,-4.0%
CN1CCN(c2c(C#N)c(C(F)(F)F)nn2C)CC1,-26%,5%,?,2%,13%[57.1 µM],-4%,3%,-1%,-0.9%
CC[C@@H](CO)C1CC2NC3CC4(c5ccccc5N(C)[C@@H]24)C(O)C31 (stereo partly specified),-3%,9%,-7%,0%,15%,6%,-1%,27%,/
Fc1ccc(C2=CCN(C(c3cccs3)c3nnnn3CCc3ccccc3)CC2)cc1 (stereo unspecified),?,5%,-26%,0%,-11%,1%,-2%,0%,-2.3%
CC1CN=C(NCc2ccncc2)S1 (stereo unspecified),3%,-3%,-1%,1%,-9%,-11%,/,0%,0.1%
CCOC(=O)/C(CCCN(CC)CC)=N\O,-25%,4%,-21%,-5%,19%[57.1 µM],12%[57.1 µM],-13%,6%,2.5%
CCOC(=O)c1ccc(NC(=O)c2c(O)[nH]c(=O)[nH]c2=O)cc1,4%,8%,-27%,1%,-9%,0%,-4%,?,3.7%
CN1CCN(c2nc([N+](=O)[O-])nn2C)CC1,?,-4%,-9%,1%,20%,7%[11.4 µM],6%,-26%,1.4%
CC[C@H]1C2C[C@H]3[C@@H]4N(C)c5ccccc5C45C[C@H](C2[C@H]5O)N3[C@@H]1O (stereo partly specified),-7%,-3%,-12%,-1%,18%,10%,-14%,-1%,-0.8%
O=c1c2ccccc2nc(SCC2CCCCO2)n1-c1ccccc1 (stereo unspecified),-5%,4%,-9%,-4%,-13%,-4%,3%,13%,4.6%
NC1C2CN3CCN(C2)CC1(c1ccccc1)C3 (stereo unspecified),15%,4%,-23%,0%,-13%,-5%,1%,-21%,-0.3%
N#CC(C#N)=NNc1ccc(S(=O)(=O)N2CCCC2)cc1,-8%,-3%,0%,1%,?,-22%,1%,-30%,-0.5%
Cc1ncoc1C(=O)NCC1=C(c2ccc3ccccc3c2)C[C@@H]2CC[C@H]1N2Cc1ccco1,/,-4%,-24%,-3%,/,/,-8%,?,/
CCOC(=O)[C@]12Cc3cc4c(cc3[C@H]1N(Cc1ccccc1)C(=O)c1ccccc12)OCO4,8%,-4%[38.3 µM],-11%,-15%&-3%,6%&24%,-13%&0%,2%,-6%,/
COC(=O)[C@@H]1C[C@@]1(C)[C@@H](NP(=O)(c1ccccc1)c1ccccc1)c1ccccc1,1%,-3%,-28%,2%,-13%[57.1 µM],2%[57.1 µM],-3%,?,-1.3%
CN1CCCC(C(O)(c2ccccc2)c2ccccc2)C1 (stereo unspecified),-1%,7%,-20%,1%,33%,5%,9%,0%,-4.4%
COc1cccc(-n2c(-c3ccoc3)nc3ccccc3c2=O)c1,39%,3%,-2%,0%,6%[57.1 µM],1%[57.1 µM],-19%,-14%,-0.4%
CC(C)[C@]1(O)[C@@H](OC(=O)c2ccc[nH]2)[C@@]2(O)[C@@]3(C)C[C@]4(O)O[C@@]5([C@H](O)[C@@H](C)CC[C@]35O)[C@@]2(O)C41C,?,/,/,-1%,16%,-2%,/,-9%,/
C[C@]12CCC(=O)C=C1C=CC1C2CC[C@]2(C)C(=O)CCC12 (stereo partly specified),-26%,1%,4%,-8%,-10%[57.1 µM],-3%,3%,-5%,/
CCOc1ccccc1CNCCc1ccc2c(c1)OCO2,-6%,12%,6%,-1%,4%[57.1 µM],8%[57.1 µM],-3%,-50%,0.3%

# Remaining list, next part:
SMILES,RGS4 inh,IDH1 R132H inh,USP1 inh,Vif-A3G inh,TrxR1 inh,TrxR1 substrate,Vif-APOBEC3F blk,ALOX12 inh,RXFP1 ag
O=C1C(Cc2cnc[nH]2)NC(=S)N1c1ccccc1 (stereo unspecified),-6%,-11%,-7%,0%,-2%,-1%,5%,?,1.8%
COC(=O)C1=C(c2ccccc2OCc2ccccc2)C[C@@H]2CC[C@H]1N2C(=O)NCCCOC(C)C,-4%,9%,-20%,-4%,4%,4%,7%,-21%,-0.3%
NC1=NC(=O)N2CC12 (stereo unspecified),-17%,1%,-1%,0%,-17%,1%,9%,2%,/
CCN(CC)c1ccc(/C=C2\C(=O)NC(=S)N(c3ccc(OC)cc3OC)C2=O)o1,-17%,1%,?,-30%,-30%[57.1 µM],-8%[57.1 µM],11µM*,/,/
CSc1ncc(CN2CCCC(C(=O)c3sccc3C)C2)cn1 (stereo unspecified),12%,3%,-8%,0%,26%[57.1 µM],11%[57.1 µM],-5%,-17%,6.2%
CCOC(=O)c1c(NC(=O)c2c(N)n(CCCOC)c3nc4ccccc4nc23)sc2c1CCCC2,1%,3%,?,-2%,26%,11%,-3%,8%,2.3%
CCCn1c(C)c(C(=O)c2cccc3ccccc23)c2ccccc21,1%,11%,-8%,-15%,8%,-1%,-2%,-23%&25%,2.6%
COc1cccc(N=Nc2c(O)[nH]c(=S)[nH]c2=O)c1,-2%,-2%,-14%,-3%,?,-19%,7%,?,-1.1%
CCOCC(=O)NC1CCSC1=O (stereo unspecified),-18%[56.9 µM],6%,-14%,0%,15%,-1%,2%,0%,1.3%
CC(C)(C)C(=O)OC1=CN(Cc2ccccc2)S(=O)(=O)c2ccccc21,?,-3%,-13%,0%,28%,4%,-3%,2%,0.9%
CC(Cc1ccccc1)NC(=O)CCCCC(=O)NC(C)Cc1ccccc1 (stereo unspecified),2%[56.9 µM],-3%,-5%,1%,8%,-4%,9%,10%,-0.7%
COc1ccc(Cl)cc1C(=O)C1CCCN(CCO)C1 (stereo unspecified),-3%,-5%,-24%,-4%,19%,17%,-2%,2%,-3.5%
CC(=NCC1CCCO1)c1c(O)n(-c2ccccc2)c(=O)[nH]c1=O (stereo unspecified),-1%,8%,-16%,0%,-9%,-9%,1%,178%[activator],0.7%
C=CCC1(CN2CCCCCC2=O)C(=O)NC(=O)NC1=O,-12%,7%,4%,1%,-13%,-8%,2%,-18%,0.9%
COc1ccccc1OP(=O)(Nc1ccc(Br)cc1)Oc1ccccc1OC,-19%,-2%,?,7%,23%,7%,-16%,4%,1.0%
COc1ccc(OC)c(-n2c(O)c(C=Nc3c(C)n(C)n(-c4ccccc4)c3=O)c(=O)[nH]c2=S)c1,-45%,4%,-6%,-2%,-11%[57.1 µM],1%[57.1 µM],-21%,?,-2.6%
COC(=O)C1=C(c2ccc(F)cc2OCc2ccccc2)C[C@@H]2CC[C@H]1N2C(=O)N1CCCCC1,8%,-1%,-1%,-8%,-14%,-10%,-2%,-3%,0.1%
CN(C)C(=O)Oc1ccc(-c2cn3cc(Cl)ccc3n2)cc1,14%,10%,0%,2%,8%,11%,?,-6%,-0.5%
COC(=O)C1=C(c2ccc(F)cc2OCc2ccccc2)C[C@@H]2CC[C@H]1N2C(=O)NCc1ccc(N(C)C)cc1,23%,-3%,-10%,-3%,7%,-6%,-12%,2%,-2.6%

# 3 consecutive entries out of the list so far, for reference:
SMILES,RGS4 inh,IDH1 R132H inh,USP1 inh,Vif-A3G inh,TrxR1 inh,TrxR1 substrate,Vif-APOBEC3F blk,ALOX12 inh,RXFP1 ag
COC(=O)C1=C(c2ccc(F)cc2OCc2ccccc2)C[C@@H]2CC[C@H]1N2C(=O)N1CCCCC1,8%,-1%,-1%,-8%,-14%,-10%,-2%,-3%,0.1%
CN(C)C(=O)Oc1ccc(-c2cn3cc(Cl)ccc3n2)cc1,14%,10%,0%,2%,8%,11%,?,-6%,-0.5%
COC(=O)C1=C(c2ccc(F)cc2OCc2ccccc2)C[C@@H]2CC[C@H]1N2C(=O)NCc1ccc(N(C)C)cc1,23%,-3%,-10%,-3%,7%,-6%,-12%,2%,-2.6%
